PLK1 PBD block: inhibitors of human PLK1 polo-box domain binding. Potency, µM, without a hit: max response, negative = inhibition, actives largely listed as inhibitors. 360,000 tested, 2.8% active. Plk1 PBD binding of FITC phosphopeptide, fluorescence polarization. P53350; note: potency is the fitted concentration of half-maximal effect; series mostly up to about 57 µM; % is set by controls: 0 for no effect and ±100 for the full control effect; nearly all actives have a fitted effect of over 65% in size
IL2 activator: IL-2 activation; activation, % (series mostly up to about 46 µM); AID 652025; IL-2 activation reporter assay, cell-based qHTS; stimulated with anti-CD3/CD4/CD28 beads; in transgenic mouse T cells; 360,000 tested, 0.065% active; in the data active = activation above about 50%; inconclusive = mostly about 30% to 49%; note: 0% is about no effect
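Quantitative HTS in unstimulated transgenic mouse T cells, with memory T cells as non-tolerant control and PMA/ionomycin as tolerance-bypass control. Compound pretreatment lasted 60 minutes before 18 h bead stimulation; EGFP/DsRed fluorescence read.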
PI5P4Ka inh: PI5P4K alpha (human) kinase inhibition | AID 652105 | max response, % | 330,000 tested, 1.2% active | P48426 | PI5P4Kalpha enzyme, ADP-Glo luminescence, 60 min; hits give low values; active = max response of -50% or lower; inconclusive = between -30% and -50%; inactive = -30% or higher; note: value at the top dose of about 77 µM; % is set by controls: 0 for no effect and ±100 for the full control effect
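Luminescence from ADP-Glo served as readout of PI5P4Kalpha activity in a qHTS format. Reaction: enzyme, substrate, compound, ATP at 5 microM final, 60 min at RT.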
EPAC1 antag: blocks human EPAC1 exchange factor. O95398. EPAC1 GEF assay, Rap1b-BODIPY-GDP exchange fluorescence. Potency, µM (series often up to 115 µM), for the others: at the highest dose activity change, negative = inhibition, usual class: inhibitors. 360,000 tested, 0.14% active;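 note: potency is the fitted concentration of half-maximal effect; plate controls were vehicle for no effect and positive control for full effect; nearly all actives have a fitted effect of over 50% in size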
WRN inhibitor: inhibitors of human WRN helicase | 360,000 tested, 0.46% active | WRN helicase unwinding, fluorescent forked duplex, kinetic | AID 651768 | Potency, µM (series often up to 114 µM), for the others: top-dose activity change, negative = inhibition, hits mostly inhibitors; note: potency is the fitted concentration of half-maximal effect; % is set by controls: 0 for no effect and ±100 for the full control effect; nearly all actives have a fitted effect of over 55% in size
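Kinetic red-fluorescence monitoring (525/598 nm) tracks WRN helicase activity after 100 nM fluorophore-quencher forked duplex and 2 mM ATP are added to 20 nM enzyme pretreated 15 min at room temperature with compound.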
CCT chaperon mod: changes cytosolic chaperonin activity; purified chaperonin ATPase assay, HTRF ADP detection, 30 min; activity change, % (concentration not given with the values), hits read low; 360,000 tested, 0.3% active; AID 651819; in the data active = activity change below about -30%; note: % is set by controls: 0 for no effect and ±100 for the full control effect
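We incubate TRiC, 40 or 20 nM final, with library compounds at 76 uM and 10 uM ATP for 30 min at 37 °C. ADP formed is detected with Transcreener HTRF reagents after 30 min at room temperature.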
EPAC1 ag: activates human EPAC1 exchange factor | O95398 | EPAC1 agonist qHTS, biochemical assay; response scale: 100% = response to 6.5 mM cAMP | Potency, µM (doses to about 154 µM), inactives show at the top dose activation, most hits filed as activators | 360,000 tested, 0.073% active | AID 720707; note: potency is the fitted concentration of half-maximal effect; nearly all actives have a fitted effect of over 60% in size
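Read-out is the fluorescence drop as BODIPY-GDP leaves Rap1B (480 nm excitation, 540 nm emission), recorded every 5 minutes over 30 minutes. Reactions held 100 nM EPAC1, 250 nM Rap1B–BODIPY-GDP and 50 uM GDP, with 6.5 mM cAMP setting full activation.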
EPAC2 agonist: EPAC2 (human) agonism; EPAC2 activation, biochemical qHTS; response scale: 100% = 6.5 mM cAMP response; Potency, µM (series often up to 154 µM), without a hit: at the highest dose activation, usual class: activators; 360,000 tested, 0.079% active; note: potency is the fitted concentration of half-maximal effect; nearly all actives have a fitted effect of over 50% in size
Target sequence (Q8WZA2 whole entry, looked up): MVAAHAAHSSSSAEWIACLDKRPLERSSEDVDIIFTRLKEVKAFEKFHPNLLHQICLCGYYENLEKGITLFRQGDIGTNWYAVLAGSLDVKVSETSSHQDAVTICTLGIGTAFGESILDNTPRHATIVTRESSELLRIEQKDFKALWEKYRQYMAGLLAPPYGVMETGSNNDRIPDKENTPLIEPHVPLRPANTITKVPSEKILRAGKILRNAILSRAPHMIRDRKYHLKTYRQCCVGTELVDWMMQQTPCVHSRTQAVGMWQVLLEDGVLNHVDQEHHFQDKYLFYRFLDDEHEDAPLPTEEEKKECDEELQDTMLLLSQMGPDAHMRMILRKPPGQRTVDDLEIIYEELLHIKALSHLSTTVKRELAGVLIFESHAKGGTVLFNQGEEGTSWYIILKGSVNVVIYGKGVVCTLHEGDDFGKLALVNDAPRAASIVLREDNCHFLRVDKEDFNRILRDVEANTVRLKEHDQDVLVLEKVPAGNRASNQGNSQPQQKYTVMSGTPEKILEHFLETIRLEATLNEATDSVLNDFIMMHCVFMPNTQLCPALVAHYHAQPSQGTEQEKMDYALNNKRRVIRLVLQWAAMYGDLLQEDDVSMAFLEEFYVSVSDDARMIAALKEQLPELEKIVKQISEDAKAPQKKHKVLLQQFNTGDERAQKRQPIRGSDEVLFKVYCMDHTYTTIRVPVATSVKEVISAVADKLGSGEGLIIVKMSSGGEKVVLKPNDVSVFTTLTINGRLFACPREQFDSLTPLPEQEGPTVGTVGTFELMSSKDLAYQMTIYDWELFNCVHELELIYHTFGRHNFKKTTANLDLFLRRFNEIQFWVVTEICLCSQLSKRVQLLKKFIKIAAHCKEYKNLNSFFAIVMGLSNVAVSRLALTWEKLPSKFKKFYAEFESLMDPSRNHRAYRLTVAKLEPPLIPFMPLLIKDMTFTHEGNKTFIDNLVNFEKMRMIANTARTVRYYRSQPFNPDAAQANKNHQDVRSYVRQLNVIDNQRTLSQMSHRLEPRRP
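In this primary screen, activation is scored as increased exchange of BODIPY-GDP from Rap1B by 100 nM EPAC2, with 50 uM GDP as competitor. Signal is normalized to the 6.5 mM cAMP agonist control.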
An asterisk follows results filed as active; [ ] = remark or other dose. Unless noted, calls come from the whole dose curve; as a rule, active = well fitted curve in the direction sought with a large enough effect; inconclusive = small, poorly fitted or top-dose-only effect, or another doubt; inactive = no such curve, though single readings can be large; an effect the other way counts as inactive or inconclusive.

How did COc1cccc(N(CC(=O)NCCSc2ccc(Cl)cc2)S(C)(=O)=O)c1 do in these assays?
PLK1 PBD block: -1%; IL2 activator: -1.7; PI5P4Ka inh: 5; EPAC1 antag: -8%; WRN inhibitor: -26%; CCT chaperon mod: 0.1; EPAC1 ag: 9%; EPAC2 agonist: 9%

Results for NC(=O)CC(NC(=O)Cc1ccc(Cl)cc1)c1ccc(NC2CCCCCC2)c([N+](=O)[O-])c1 (stereo not given) ?
PLK1 PBD block: -10%; IL2 activator: 0.0; PI5P4Ka inh: 4; EPAC1 antag: -27%; WRN inhibitor: 3%; CCT chaperon mod: -3.2; EPAC1 ag: -11%; EPAC2 agonist: 1%

Results for O=C(CCNS(=O)(=O)c1ccc(F)cc1)N1CCN(c2ncccn2)CC1 ?
PLK1 PBD block: -3%; IL2 activator: 0.4; PI5P4Ka inh: -14; EPAC1 antag: 4%; WRN inhibitor: 11%; CCT chaperon mod: 1.1; EPAC1 ag: -6%; EPAC2 agonist: 0%

Results for C=CCn1c(SCC(=O)Nc2cccnc2Cl)nnc1-c1ccc(Cl)cc1 ?
PLK1 PBD block: -2%; IL2 activator: -0.6; PI5P4Ka inh: -2; EPAC1 antag: -8%; WRN inhibitor: -6%; CCT chaperon mod: -8.2; EPAC1 ag: -6%; EPAC2 agonist: 5%

What do the screens show for `COc1ccc(/C=C(\C#N)C(=O)NCc2ccccc2)cc1`?
PLK1 PBD block: -3%; IL2 activator: 0.9; PI5P4Ka inh: -4; EPAC1 antag: 2%; WRN inhibitor: 10%; CCT chaperon mod: -0.3; EPAC1 ag: 0%; EPAC2 agonist: 1%

Results for COc1ccc(CCn2c(C)cc3c(c2=O)C(c2ccncc2)C(C#N)=C(N)O3)cc1OC (stereo not given) ?
PLK1 PBD block: -3%; IL2 activator: 1.6; PI5P4Ka inh: 1; EPAC1 antag: 0%; WRN inhibitor: 0%; CCT chaperon mod: -36*; EPAC1 ag: 0%; EPAC2 agonist: 6%

Results for CC(=O)N1N=C(c2ccco2)CC1c1cc2ccc(C)cc2nc1Cl (stereo not given) ?
PLK1 PBD block: -10%; IL2 activator: -0.6; PI5P4Ka inh: 5; EPAC1 antag: 5%; WRN inhibitor: 8%; CCT chaperon mod: 0.1; EPAC1 ag: 10%; EPAC2 agonist: -3%

How did O=C(c1ccco1)N1CCc2ccccc21 do in these assays?
PLK1 PBD block: 1%; IL2 activator: -0.7; PI5P4Ka inh: 3; EPAC1 antag: -19%; WRN inhibitor: -4%; CCT chaperon mod: -0.2; EPAC1 ag: 7%; EPAC2 agonist: 0%

What do the screens show for `COc1ccc(-c2nn3c(-c4ccccc4)nnc3s2)cc1`?
PLK1 PBD block: -18%; IL2 activator: -1.1; PI5P4Ka inh: -27; EPAC1 antag: 2%; WRN inhibitor: -19%; CCT chaperon mod: -3.4; EPAC1 ag: -3%; EPAC2 agonist: -11%

How did CC(C)(C)c1nn2cnnc2n(/N=C/c2cccc3ccccc23)c1=O do in these assays?
PLK1 PBD block: -7%; IL2 activator: -0.7; PI5P4Ka inh: 0; EPAC1 antag: inconclusive; WRN inhibitor: -24%; CCT chaperon mod: -24; EPAC1 ag: -3%; EPAC2 agonist: 10%

Results for O=C(CSc1nnc(Cc2ccccc2)o1)N1CCc2ccccc21 ?
PLK1 PBD block: -1%; IL2 activator: -1.9; PI5P4Ka inh: 4; EPAC1 antag: 20%; WRN inhibitor: -19%; CCT chaperon mod: 0.2; EPAC1 ag: -2%; EPAC2 agonist: -6%

How did Cc1noc(C)c1COc1ccc(C(=O)NCC2CCCO2)cc1 (stereo not given) do in these assays?
PLK1 PBD block: -7%; IL2 activator: -0.4; PI5P4Ka inh: -1; EPAC1 antag: 5%; WRN inhibitor: 5%; CCT chaperon mod: -0.1; EPAC1 ag: 10%; EPAC2 agonist: 2%

What do the screens show for `CCC(=O)N1CCC(C)(C(=O)Nc2nccc3ccccc23)C1` (stereo not given)?
PLK1 PBD block: -2%; IL2 activator: -0.4; PI5P4Ka inh: 1; EPAC1 antag: -8%; WRN inhibitor: 2%; CCT chaperon mod: 0.3; EPAC1 ag: -3%; EPAC2 agonist: 3%

What do the screens show for `O=C(CN1C(=O)C2C3C=CC(C3)C2C1=O)NCC1COc2ccccc2O1` (stereo not given)?
PLK1 PBD block: -16%; IL2 activator: 0.1; PI5P4Ka inh: 6; EPAC1 antag: 2%; WRN inhibitor: 10%; CCT chaperon mod: -2.3; EPAC1 ag: 2%; EPAC2 agonist: 9%

What do the screens show for `CCC(Oc1ccccc1)C(=O)Nc1ccc(S(=O)(=O)N2CCOCC2)cc1` (stereo not given)?
PLK1 PBD block: 0%; IL2 activator: -0.5; EPAC1 antag: -2%; WRN inhibitor: -6%; CCT chaperon mod: 2.0; EPAC1 ag: 3%; EPAC2 agonist: 6%

Results for O=C(CCCNS(=O)(=O)c1ccccc1)NCc1ccco1 ?
PLK1 PBD block: -7%; IL2 activator: -1.1; PI5P4Ka inh: 0; EPAC1 antag: -2%; WRN inhibitor: -3%; CCT chaperon mod: -1.9; EPAC1 ag: 9%; EPAC2 agonist: -1%

What do the screens show for `CCOC(=O)N1CCN(Cc2nc(N)nc(Nc3ccc(Cl)cc3)n2)CC1`?
PLK1 PBD block: -12%; IL2 activator: -0.6; PI5P4Ka inh: 4; EPAC1 antag: -15%; WRN inhibitor: -7%; CCT chaperon mod: -1.0; EPAC1 ag: 3%; EPAC2 agonist: 7%

Results for CC(=O)c1c(C)[nH]c(C(=O)CN2CCN(S(=O)(=O)c3ccccc3)CC2)c1C ?
PLK1 PBD block: 0%; IL2 activator: 0.3; PI5P4Ka inh: -2; EPAC1 antag: 12%; WRN inhibitor: 11%; CCT chaperon mod: 2.1; EPAC1 ag: -3%; EPAC2 agonist: -1%

Results for Cc1cc2c(cc1S(=O)(=O)CCC(=O)NC1CCC(C)CC1)OCC(=O)N2 (stereo not given) ?
PLK1 PBD block: -15%; IL2 activator: -4.5; PI5P4Ka inh: 3; EPAC1 antag: 13%; WRN inhibitor: 4%; CCT chaperon mod: -4.0; EPAC1 ag: -20%; EPAC2 agonist: 0%

How did CC(=O)N1CCN(c2ccc(NC(=O)c3ccc([N+](=O)[O-])o3)cc2Cl)CC1 do in these assays?
PLK1 PBD block: -12%; IL2 activator: 1.7; PI5P4Ka inh: 0; EPAC1 antag: 4%; WRN inhibitor: -1%; CCT chaperon mod: -2.2; EPAC1 ag: -2%; EPAC2 agonist: -1%

What do the screens show for `Cc1nn(C)cc1CN(C)Cc1ccc(OCC(O)CN2CCCCC2)cc1` (stereo not given)?
PLK1 PBD block: -2%; IL2 activator: -0.4; PI5P4Ka inh: 2; EPAC1 antag: 11%; WRN inhibitor: 1%; CCT chaperon mod: -1.9; EPAC1 ag: 10%; EPAC2 agonist: 6%

What do the screens show for `CCOC(=O)c1sc(NC(=O)/C=C/c2ccccc2)nc1C`?
PLK1 PBD block: -26%; IL2 activator: 0.8; PI5P4Ka inh: 0; EPAC1 antag: -11%; WRN inhibitor: 4%; CCT chaperon mod: -1.1; EPAC1 ag: -8%; EPAC2 agonist: 9%

How did COc1ccccc1C(=O)Nc1ccnn1C1CCN(C(=O)c2ccoc2C)CC1 do in these assays?
PLK1 PBD block: -17%; IL2 activator: -0.6; PI5P4Ka inh: 1; EPAC1 antag: -28%; WRN inhibitor: 4%; CCT chaperon mod: -4.9; EPAC1 ag: 1%; EPAC2 agonist: 3%

What do the screens show for `Cc1ccc(NS(=O)(=O)c2cc([N+](=O)[O-])ccc2NNC(=S)Nc2cccc(Cl)c2)c(C)c1`?
PLK1 PBD block: inconclusive; IL2 activator: 0.7; PI5P4Ka inh: -67*; EPAC1 antag: 50µM*; WRN inhibitor: inconclusive; CCT chaperon mod: -1.4; EPAC1 ag: -18%; EPAC2 agonist: -16%

Results for O=C(Nc1ccccc1Cl)c1ccc(S(=O)(=O)NCC2CCCO2)cc1 (stereo not given) ?
PLK1 PBD block: 3%; IL2 activator: 0.7; PI5P4Ka inh: 0; EPAC1 antag: 6%; WRN inhibitor: 0%[57.1 µM]; CCT chaperon mod: 0.1; EPAC1 ag: 8%; EPAC2 agonist: 3%

What do the screens show for `CCN(C[C@H]1N[C@@](C)(C(=O)OC)[C@H]2C(=O)N(C)C(=O)[C@@H]12)S(=O)(=O)c1ccc(OC)cc1`?
PLK1 PBD block: -12%; IL2 activator: -0.3; PI5P4Ka inh: 4; EPAC1 antag: 17%; WRN inhibitor: 7%; CCT chaperon mod: -0.4; EPAC1 ag: -13%; EPAC2 agonist: 8%

What do the screens show for `CC(=O)Nc1cccc(NC(=O)c2cccc(Cl)c2)c1`?
PLK1 PBD block: 5%; IL2 activator: 0.5; PI5P4Ka inh: 0; EPAC1 antag: -5%; WRN inhibitor: 3%[57.1 µM]; CCT chaperon mod: 1.7; EPAC1 ag: -9%; EPAC2 agonist: -1%

How did CSc1nc2c(cnn2-c2ccccc2)c(=O)n1N do in these assays?
PLK1 PBD block: -11%; IL2 activator: -0.4; PI5P4Ka inh: -1; EPAC1 antag: 9%; WRN inhibitor: 10%; CCT chaperon mod: 1.4; EPAC1 ag: -8%; EPAC2 agonist: 6%

Results for CCSc1nnc(NC(=O)c2cccnc2)s1 ?
PLK1 PBD block: 1%; IL2 activator: -3.4; EPAC1 antag: 11%; WRN inhibitor: 2%; CCT chaperon mod: 1.4; EPAC1 ag: 6%; EPAC2 agonist: 4%

How did CC(=NNC(=O)c1ccc(NS(=O)(=O)c2cccs2)cc1)c1ccc(OCC(N)=O)cc1 do in these assays?
PLK1 PBD block: -7%; IL2 activator: -0.2; PI5P4Ka inh: -29; EPAC1 antag: -8%; WRN inhibitor: -11%; CCT chaperon mod: 1.2; EPAC1 ag: 7%; EPAC2 agonist: 3%

What do the screens show for `CCOc1ccc(C(=O)N[C@H](C(=O)Nc2ccc(S(=O)(=O)Nc3nccs3)cc2)C(C)C)cc1`?
PLK1 PBD block: -3%; IL2 activator: -1.0; PI5P4Ka inh: -6; EPAC1 antag: -7%; WRN inhibitor: -6%; CCT chaperon mod: -0.9; EPAC1 ag: -3%; EPAC2 agonist: 2%

Source: PubChem

Only part of the results is shown; rates above refer to the full screens.
